APOBEC3G inh – inhibitors of human APOBEC3G DNA deaminase | Q9HC16 | actives 0.28% (n = 330,000) | recombinant A3G, ssDNA deamination FAM/TAMRA fluorescence | AID 493012 | inhibition, % at 20 µM;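 active means inhibition of at least 40% at 20 µM, with no more than 30% in the related APOBEC3A deaminase screen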;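 further: plate controls were DMSO wells with A3G for no effect and wells lacking A3G enzyme for full effect; some compounds called inactive have numbers as strong as hits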
TIM10 inh – growth inhibitors of TIM10 yeast strain. S. cerevisiae TIM10 strain growth, BacTiter-Glo luminescence, 24 h. inhibition, % at 10 µM. actives 1.4% (n = 330,000);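 active means inhibition of 40% or more at the single tested concentration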;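 further: wild-type TIM10 isogenic control strain grown at permissive 25 °C; 0% = DMSO yeast wells and 100% = minimal medium wells without yeast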
NLRP3 yeast inh – blocks the NALP3 inflammasome reconstituted in yeast; inhibition, % at 10 µM; Yeast reconstituted NLRP3/ASC/caspase-1, beta-gal luminescence, 24 h; AID 2825; actives 0.39% (n = 330,000);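 active means inhibition of 50% or more; inactive means inhibition below 50%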;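 further: plate controls were induced DMSO wells for no effect and uninduced yeast grown without galactose for full effect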
mIAP block – mouse IAP inhibition; purified mouse IAP, CDP-Star luminescence, 30 min; inhibition, % at 10 µM; actives 0.2% (n = 330,000); AID 2806;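 active means inhibition of at least 40% at 10 µM in the primary screen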;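 further: plate controls were DMSO with enzyme for no effect and no enzyme wells for full effect; values of inactives mirror those of a sister screen read the other way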
hIAP inh – blocks human intestinal alkaline phosphatase. actives 0.12% (n = 330,000). inhibition, % at 10 µM. purified IAP, CDP-Star luminescence, 30 min. P09923;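 active means inhibition reaching a set limit with compound at 10 µM in the primary screen, cut at about 35% in these data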;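 further: plate controls were DMSO wells with enzyme for no effect and no-enzyme buffer wells for full effect; values of inactives mirror those of a sister screen read the other way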
Target sequence (P09923 whole entry, looked up): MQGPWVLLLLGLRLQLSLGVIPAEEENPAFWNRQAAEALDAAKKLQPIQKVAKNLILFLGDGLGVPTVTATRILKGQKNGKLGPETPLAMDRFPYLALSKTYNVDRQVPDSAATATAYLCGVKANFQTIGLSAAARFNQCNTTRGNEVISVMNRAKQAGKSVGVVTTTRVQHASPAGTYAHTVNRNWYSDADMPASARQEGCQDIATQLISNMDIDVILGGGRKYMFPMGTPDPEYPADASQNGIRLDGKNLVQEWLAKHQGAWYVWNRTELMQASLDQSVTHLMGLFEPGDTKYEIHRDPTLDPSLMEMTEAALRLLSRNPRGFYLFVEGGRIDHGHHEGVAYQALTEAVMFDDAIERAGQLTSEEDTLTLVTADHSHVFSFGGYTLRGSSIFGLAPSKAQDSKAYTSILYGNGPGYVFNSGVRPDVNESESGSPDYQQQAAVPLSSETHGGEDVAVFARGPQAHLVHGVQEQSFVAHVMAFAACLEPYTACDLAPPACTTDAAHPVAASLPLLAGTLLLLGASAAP
APOBEC3A inh – blocks human APOBEC3A ssDNA deamination; P31941; recombinant A3A, FAM/TAMRA ssDNA deamination fluorescence; inhibition, % at 20 µM; actives 0.41% (n = 330,000);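 active means at least 40% inhibition at 20 µM here, with at most 30% in a related deaminase screen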;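 further: plate controls were A3A with DMSO for no effect and wells lacking A3A enzyme for full effect; some results filed as inactive read as strong as hits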
Target sequence (P31941 whole entry, looked up): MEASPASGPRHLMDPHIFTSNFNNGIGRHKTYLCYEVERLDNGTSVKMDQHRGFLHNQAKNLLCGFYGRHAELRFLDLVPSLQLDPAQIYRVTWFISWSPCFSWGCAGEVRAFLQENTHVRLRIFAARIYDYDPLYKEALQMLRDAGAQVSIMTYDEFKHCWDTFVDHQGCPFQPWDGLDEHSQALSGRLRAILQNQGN
tim10-1 inh – inhibits growth of tim10-1 mutant yeast. S. cerevisiae tim10-1 ts strain growth, BacTiter-Glo, 24 h. inhibition, % at 20 µM. actives 2.2% (n = 330,000). AID 463190;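 active means inhibition of at least 40%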;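 further: mutant grown at 25 °C; 0% = DMSO wells with yeast and 100% = wells holding no yeast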
MIN6 prolif – MIN6 beta-cell proliferation induction; MIN6 cells proliferation, ATPlite luminescence, 48 h; cells starved in 0.2% serum; 100% = growth in 10% serum; proliferation, % at 10 µM; actives 0.29% (n = 330,000);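 active means compounds whose signal lies at least 3.5 SD above the mean of all wells on their plate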;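 further: 0% = DMSO-treated cells in low-serum medium and 100% = 10% serum control; some compounds called inactive have numbers as strong as hits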
mIAP act – mouse IAP activation. activation factor at 10 µM. AID 2805. actives 0.24% (n = 330,000). muIAP, CDP-Star luminescence, 30 min; hits give high values; 1 = vehicle-only enzyme signal, 0 = enzyme-free wells;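 active means activation factor of at least 2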; further: the source names both 10 and 20 µM as test concentration; values of inactives mirror those of a sister screen read the other way
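also added = chemiluminescent substrate CDP-Star | test system = mouse IAP enzyme | signal = chemiluminescence readout | compound = DMSO-dissolved test compounds | incubation = 30 min at room temperature | benchmarks = DMSO wells, no-enzyme wells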
* = called active by the depositor.

SMILES | APOBEC3G inh | TIM10 inh | NLRP3 yeast inh | mIAP block | hIAP inh | APOBEC3A inh | tim10-1 inh | MIN6 prolif | mIAP act
O=C(O)c1ccccc1-c1ccccc1C(=O)NCCCO | -3 | -15 | 14 | 1 | -9 | 1 | 19 | -1 | 0.99
CC(C)C[C@H](NC(=O)N1CC(=O)Nc2ccccc21)C(=O)N1CCC(C(=O)O)CC1 | -2 | -3 | 5 | -3 | -16 | 1 | 0 | -2 | 1
CCCC(C(=O)Nc1ccc(C)c(S(=O)(=O)N2CCOCC2)c1)c1ccccc1 (stereo not given) | -6 | 10 | 19 | -31 | 1 | -2 | 18 | -4 | 1.3
COc1cc(C2C(C(=O)c3ccc(C)o3)=C(O)C(=O)N2c2cc(C)on2)cc(Br)c1O (stereo not given) | -12 | -14 | 2 | -3 | -44 | -21 | 1 | 2 | 1
Cc1scc(C(=O)Nn2cnnc2)c1-c1ccccc1 | 0 | 7 | 14 | 2 | 18 | 2 | -7 | 0 | 0.98
COc1ccc(C(=O)COC(=O)c2ccccc2O)c(OC)c1 | 11 | 15 | 14 | 5 | -8 | 10 | 14 | 0 | 0.95
Cc1ccc(C(=O)C(C)OC(=O)C2=COCCO2)cc1C (stereo not given) | -6 | -1 | 25 | -1 | 3 | -2 | 2 | 1 | 1
O=C(CCn1c(=O)[nH]c2ccsc2c1=O)N1CCN(Cc2ccc3c(c2)OCO3)CC1 | 2 | 13 | 9 | 4 | 5 | 2 | 14 | -3 | 0.95
COc1cccc(OCC(=O)N2CCC3(CC2)CC(=O)c2ccccc2O3)c1 | -3 | 8 | 4 | 4 | 6 | -1 | 10 | -1 | 0.96
O=C(CCCSc1nc2ccccc2s1)NCc1ccco1 | -3 | 7 | 23 | -3 | -9 | -1 | 31 | -2 | 1
CC[C@H](C)NC(=O)c1ccc(Cn2c(=S)[nH]c3c([nH]c4ccc(OC)cc43)c2=O)cc1 | -8 | -18 | -1 | 3 | -9 | -1 | 1 | -4 | 0.97
Cc1ccc(-c2csc(NC(=O)CSc3nc(C)cs3)n2)cc1 | -6 | 29 | 37 | -1 | -65 | -2 | 34 | -3 | 1
CCOC(=O)c1c(NC(=S)Nc2ccccc2)sc(C)c1C | 2 | -2 | 1 | 5 | 9 | 0 | 15 | -3 | 0.95
COc1ccc(C(C(=O)NC(C)(C)C)N(Cc2ccco2)C(=O)CCC(=O)Nc2cc(C)on2)cc1 (stereo not given) | -1 | 8 | -1 | 3 | 3 | 1 | 12 | 0 | 0.97
CSc1ccccc1C(=O)C1CCCN(Cc2c(C)n(C)n(-c3ccccc3)c2=O)C1 (stereo not given) | -4 | 12 | 15 | 0 | 5 | -4 | 2 | 0 | 1
CC(C(=O)NCCN1C(=O)S/C(=C\c2cccnc2)C1=O)N1C(=O)c2ccccc2C1=O (stereo not given) | 1 | -4 | 11 | -1 | -22 | 1 | 26 | -3 | 1
OC(CC#CCN1CCCCC1)(c1ccccc1)c1ccccc1 | -6 | -9 | 25 | -2 | -6 | -7 | -1 | -1 | 1
O=C(Nc1ccc2[nH]c3c(c2c1)CCCC3)c1ccco1 | -10 | 19 | 2 | -3 | 10 | -6 | -15 | 0 | 1
Cc1ccccc1NC(=O)Cn1nc(C(=O)O)c2ccccc2c1=O | -10 | 9 | 17 | 9 | 9 | -1 | 1 | 1 | 0.91
Cc1ccc(-c2nc(=S)c3c(n2Cc2cccnc2)CC(C)(C)OC3)cc1 | -9 | -7 | -2 | -9 | -16 | -6 | -14 | -2 | 1.1
C=CCn1c(CNC(=O)c2ccco2)nnc1SCC(=O)c1ccccc1 | -4 | 16 | -3 | 5 | -14 | 7 | 11 | 0 | 0.95
CC(=O)OC1[C@H](Oc2c(O)c(C)c3c4c2[C@@H](C)CC[C@@H]4[C@@H](C)C[C@@H]3C=C(C)C)OC[C@@H](O)[C@@H]1O (stereo not given in full) | -7 | 7 | 21 | 6 | 2 | -2 | 9 | -6 | 0.94
Cn1cc(-c2nnnn2-c2ccccc2)c(=O)c2ccccc21 | -5 | 2 | 14 | -5 | -17 | -4 | -2 | -5 | 1
C=CCn1c(SCC(=O)OCC)nc(C(F)(F)F)cc1=O | -2 | 2 | 3 | 7 | -24 | 1 | 13 | 0 | 0.93
O=C(COC(=O)CNC(=O)c1ccccc1)Nc1ccccc1Cl | 0 | -6 | 4 | -3 | 17 | 1 | 4 | -2 | 1

Looked up by compound from the list above:
SMILES | APOBEC3G inh | TIM10 inh | NLRP3 yeast inh | mIAP block | hIAP inh | APOBEC3A inh | tim10-1 inh | MIN6 prolif | mIAP act
Cc1ccc(-c2nc(=S)c3c(n2Cc2cccnc2)CC(C)(C)OC3)cc1 | -9 | -7 | -2 | -9 | -16 | -6 | -14 | -2 | 1.1
Cc1ccccc1NC(=O)Cn1nc(C(=O)O)c2ccccc2c1=O | -10 | 9 | 17 | 9 | 9 | -1 | 1 | 1 | 0.91
C=CCn1c(CNC(=O)c2ccco2)nnc1SCC(=O)c1ccccc1 | -4 | 16 | -3 | 5 | -14 | 7 | 11 | 0 | 0.95

Continuation:
SMILES | APOBEC3G inh | TIM10 inh | NLRP3 yeast inh | mIAP block | hIAP inh | APOBEC3A inh | tim10-1 inh | MIN6 prolif | mIAP act
CCc1cc2cc(C)cc(C)c2nc1SCC(=O)Nc1cc(C)on1 | 1 | -16 | 13 | 0 | 10 | 1 | -17 | -1 | 1
Cc1c(NC(=O)Nc2ccc(C(C)C)cc2)c(=O)n(-c2ccccc2)n1C | 2 | 27 | 16 | 1 | -6 | 13 | -3 | 1 | 0.99
Cc1ccc(NC(=O)CSc2ccccc2)cc1S(=O)(=O)N1CCOCC1 | -2 | 8 | 6 | 4 | -5 | -1 | 14 | -2 | 0.96
Cc1sc2ncnc(SCC(=O)N3CCCC3)c2c1C | 0 | 9 | 3 | 3 | -9 | 1 | -2 | -2 | 0.97
CCOC(=O)N1CCc2c(sc(NC(C)=O)c2C(N)=O)C1 | -4 | 0 | 9 | -10 | 6 | 0 | -14 | -2 | 1.1
COC(=O)c1c(NC(=O)CN2C(=O)C(=O)N(C(C)C)C2=O)sc(C)c1C | -8 | 6 | 10 | -1 | 2 | -5 | 20 | -2 | 1
COc1ccc(/C=C/C(=O)N2CCN(c3ccccn3)CC2)c2ccccc12 | -9 | 12 | -1 | 4 | 0 | -8 | 39 | -2 | 0.96
Cn1nc(C(=O)NC2CCCCC2)c2ccccc2c1=O | 0 | 6 | -42 | 4 | 12 | -1 | 18 | 0 | 0.96
O=C(NCc1ccccn1)c1cccc([N+](=O)[O-])c1 | -7 | -25 | 15 | -2 | 6 | -3 | 11 | 2 | 1
Oc1ccc(CN2CCc3ccccc3C2)c2cccnc12 | -3 | 41* | 43 | 9 | -62 | 3 | 8 | -6 | 0.91
Cc1cc(C(=O)NNC(=O)CN2C(=O)NC3(CCCCC3)C2=O)c(C)o1 | -3 | 0 | 7 | -8 | -12 | -2 | -1 | -2 | 1.1
COC(=O)c1ccccc1C(=O)c1ccc2c(c1)NC(=O)CO2 | -6 | 0 | -7 | -2 | 13 | -2 | 11 | 1 | 1
CC(OC(=O)CC1CC2CCC1C2)C(=O)Nc1ccc(N2CCOCC2)cc1 (stereo not given) | 12 | 9 | 38 | -2 | -22 | 4 | 0 | 4 | 1
CC(C)(C)c1cc(/C=N/NC(=O)Cc2nc3ccccc3[nH]2)cc(C(C)(C)C)c1O | -3 | 1 | -3 | 4 | -39 | -3 | 14 | -1 | 0.95
Cc1cc(N2CCN(C)CC2)nc2ccc(NC(=S)NCc3cccs3)cc12 | -2 | -1 | 3 | -45 | -6 | 3 | 3 | -6 | 1.4
COC(=O)C(CC(C)C)Oc1ccc2c(C)cc(=O)oc2c1 (stereo not given) | 1 | -9 | 22 | 0 | 6 | 3 | 28 | -1 | 1
CC(C)(C)C(=O)CSc1ncccn1 | -6 | -4 | 5 | 5 | 2 | 1 | -1 | -4 | 0.95
CCN(C(=O)CSc1n[nH]c(N)n1)C1CCCCC1 | -1 | 7 | 0 | -1 | -19 | 2 | -8 | 2 | 1
Cc1ccc(NC(=O)c2ccc(NS(=O)(=O)c3ccc4[nH]c(=O)[nH]c4c3)cc2)nc1 | -7 | 2 | 7 | 0 | -6 | 1 | -13 | -2 | 0.99
COc1ccccc1NC1=NC(c2ccc(Cl)cc2)N=C(N)N1 (stereo not given) | -1 | -14 | -5 | -28 | -3 | 1 | -14 | -4 | 1.3
CS(=O)(=O)c1cnc2c(S(=O)(=O)c3ccccc3)cnn2c1N | -6 | 2 | 18 | -8 | 4 | -1 | -1 | 2 | 1.1
OCCN(CCO)CC(O)CN1c2ccccc2Sc2ccccc21 (stereo not given) | 2 | 10 | 7 | 10 | -4 | -4 | 2 | -1 | 0.9
Cc1cc(C)nc(/N=C(\N)Nc2ccc(SC(F)F)cc2)n1 | 0 | -5 | 11 | 14 | -8 | 6 | -5 | -3 | 0.86
NC(=O)C1CCN(C(=O)c2cc(Cl)c3c(c2)OCCO3)CC1 | 21 | 3 | 18 | -13 | -10 | -1 | 16 | 0 | 1.1
COc1ccccc1OCCNC(=O)CN1C(=O)NC2(CCCC2)C1=O | -5 | -5 | 8 | 4 | 10 | -3 | 5 | 0 | 0.96
CCOC(=O)N1CCC(NC(=O)c2ccc3c(=O)n4c(nc3c2)CCCC4)CC1 | -4 | 17 | 3 | 3 | 8 | -1 | -39 | -1 | 0.97
COc1ccccc1CNC(=O)C1CCCC1 | -10 | 4 | 24 | -2 | -9 | 6 | -18 | -2 | 1
CCOC(=O)C1=C(CC)Nc2ccccc2N=C1NC(=O)c1ccc(S(=O)(=O)N2CCOCC2)cc1 | -5 | 7 | 19 | -1 | -11 | 1 | 25 | -1 | 1

Ordered by the number under mIAP block (highest first): 3 from the list above
Compound,APOBEC3G inh,NLRP3 yeast inh,mIAP block,hIAP inh,APOBEC3A inh,tim10-1 inh,mIAP act
COC(=O)c1c(NC(=O)CN2C(=O)C(=O)N(C(C)C)C2=O)sc(C)c1C,-8,10,-1,2,-5,20,1
CC(OC(=O)CC1CC2CCC1C2)C(=O)Nc1ccc(N2CCOCC2)cc1 (stereo not given),12,38,-2,-22,4,0,1
Cc1cc(C(=O)NNC(=O)CN2C(=O)NC3(CCCCC3)C2=O)c(C)o1,-3,7,-8,-12,-2,-1,1.1

Bioassay records: PubChem BioAssay, Sanford-Burnham Center for Chemical Genomics
